Compound activity (PubChem)
PDI turbidity: blocks human protein disulfide isomerase activity; P07237; PDI insulin aggregation turbidity, A650, 90 min; inhibition, % at 10 µM; actives 0.052% (n = 350,000);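 active = mean inhibition across replicates of 30% or more, whatever share of single replicates reach that level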;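 also: absorbance from insulin aggregation driven by PDI reduction with DTT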
Target sequence (P07237 whole entry, looked up): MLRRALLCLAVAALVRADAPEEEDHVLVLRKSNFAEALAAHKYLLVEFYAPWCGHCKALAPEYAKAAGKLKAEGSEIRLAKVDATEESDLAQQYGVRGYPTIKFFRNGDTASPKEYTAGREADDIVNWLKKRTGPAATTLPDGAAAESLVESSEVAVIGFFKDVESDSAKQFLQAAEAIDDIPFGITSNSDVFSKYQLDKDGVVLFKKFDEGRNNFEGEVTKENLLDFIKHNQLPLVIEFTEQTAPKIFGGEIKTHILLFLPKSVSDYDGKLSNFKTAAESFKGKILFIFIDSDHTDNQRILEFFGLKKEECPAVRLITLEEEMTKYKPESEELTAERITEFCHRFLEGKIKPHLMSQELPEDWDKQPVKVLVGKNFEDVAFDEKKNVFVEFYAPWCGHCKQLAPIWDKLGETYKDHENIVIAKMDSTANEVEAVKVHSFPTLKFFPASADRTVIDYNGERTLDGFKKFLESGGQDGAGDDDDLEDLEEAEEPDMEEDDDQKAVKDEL
iPSC survival up: enhancers of human iPSC single-cell survival; hiPSC single-cell survival, ATPlite luminescence; 100% = ROCK inhibitor wells, 0% = DMSO; survival enhancement, % at 20 µM; actives 0.044% (n = 360,000); in the data active = survival enhancement above about 18%;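 also: cells exposed to compounds for 16 hours before the ATP read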
CaV13 ICDI inh: Disruptors of the CACNA1D IQ motif to Ca2+-dependent inactivation inhibitor domain association, primary screening, Förster resonance energy transfer in intact living … | AID 743397 | HEK cells, CFP/YFP FRET ICDI-IQ, plate reader, 10 min; percent FRET-ratio fall versus neutral wells | actives 0.098% (n = 340,000) | inhibition, % at 12.3 µM;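 active = mean replicate inhibition of at least 30% and at least 1% of replicates passing that level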;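 also: 0% = median of the neutral control wells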
Peg3 promoter: Peg3 promoter activity inhibition; inhibition, % at 20 µM; HeLa PEG-Prom luciferase reporter, luminescence, overnight; actives 1.7% (n = 360,000);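 active = inhibition of at least 50% at 20 µM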
HIF-2a block: HIF-2a inhibition; 786-0 RCC cells HIF-2a reporter, luciferase luminescence, overnight; actives 0.72% (n = 360,000); inhibition, % at 18.8 µM; AID 624352;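 active = inhibition of the luminescence signal of 40% or more relative to plate controls, in a single-dose primary screen at 18.75 µM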
aDG glyco act: alpha-DG glycosylation activation | activation, % at 10 µM | AID 624168 | Pro5-aDG cells, alpha-DG glycosylation AlphaScreen (IIH6); 0% Pro5, 100% B10-LARGE cell signal | actives 0.22% (n = 360,000);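 active = activation of at least 8% versus controls, or a plate z-score of at least 8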;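 also: Pro5 are CHO cells carrying HIG-tagged alpha-DG that lacks glycosylation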
Granule exo inh: blocks lytic granule exocytosis. inhibition, % at 10 µM. TALL-104 LAMP-1 surface exposure, flow cytometry; cells stimulated with thapsigargin and PMA. actives 0.66% (n = 360,000);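 active = inhibition above about 55%, limit read from the data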
NR2E3 ag-1: activates human photoreceptor nuclear receptor NR2E3 | Q9Y5X4 | GST-NR2E3/biotin-RetCOR TR-FRET, 1536-well | inhibition of corepressor binding, % at 4.78 µM | actives 0.12% (n = 320,000) | AID 2300;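 active = percent inhibition above the cutoff of mean plus 3 SD of all tested compounds, set per screening campaign, cut at about 20% in these data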;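 also: 0% = DMSO wells and 100% = biotin wells as full block of FRET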
Target sequence (Q9Y5X4 whole entry, looked up): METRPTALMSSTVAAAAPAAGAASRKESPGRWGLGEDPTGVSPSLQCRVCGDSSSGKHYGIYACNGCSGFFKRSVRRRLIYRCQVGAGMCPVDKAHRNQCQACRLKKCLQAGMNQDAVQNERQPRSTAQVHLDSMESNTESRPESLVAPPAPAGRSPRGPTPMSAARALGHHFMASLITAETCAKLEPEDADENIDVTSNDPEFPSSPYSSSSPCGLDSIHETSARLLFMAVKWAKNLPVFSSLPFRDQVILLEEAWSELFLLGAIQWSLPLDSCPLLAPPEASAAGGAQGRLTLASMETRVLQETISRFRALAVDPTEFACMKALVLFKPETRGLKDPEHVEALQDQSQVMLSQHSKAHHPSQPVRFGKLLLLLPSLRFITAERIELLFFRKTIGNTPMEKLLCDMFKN
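Test system: GST-NR2E3 and biotin-RetCOR proteins | Quantity: 1.35 nM GST-tagged NR2E3 final | Medium: Tris pH 7.5 | Also added: 7 nM biotin-RetCOR | Dosing: Compound at 4.8 µM, single dose | Timing: 5 h at 4 °C | Detection: Time-resolved FRET | Read-out basis: Percent inhibition | Benchmarks: Biotin wells as high control, 0.6% DMSO wells as low control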
MITF TRPM1 inh: MITF TRPM1 promoter inhibition in SK-MEL-5 cells; SK-MEL-5 TRPM1 promoter luciferase, 24 h; inhibition, % at 12.5 µM; actives 0.83% (n = 330,000);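 active = mean inhibition across replicates of 60% or more, whatever share of single replicates reaches that level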; also: values of inactives mirror those of a sister screen read the other way
NR2E3 ag-2: agonists of human NR2E3 nuclear receptor; CHO-S Gal4-NCOR/VP16-NR2E3 two-hybrid, luciferase; inhibition of corepressor binding, % at 3.98 µM; actives 0.35% (n = 360,000); AID 602229;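 active = inhibition above the mean of all tested compounds plus 3 SD, cut at about 70% in these data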;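 also: 0% = DMSO with NR2E3 transfected cells and 100% = cells lacking NR2E3 construct; higher means lower luciferase signal from less NR2E3 corepressor binding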
Vif inh: blocks HIV Vif function. HEK293T cells, Vif self-association by quenched fluorescence, imaging, 24 h. inhibition, % at 7.49 µM. actives 0.35% (n = 340,000); in the data active = inhibition above about 50%, passing the limit was not always enough; also: some results filed as inactive read as strong as hits
* = called active by the depositor; . = no result given.

SMILES | PDI turbidity | iPSC survival up | CaV13 ICDI inh | Peg3 promoter | HIF-2a block | aDG glyco act | Granule exo inh | NR2E3 ag-1 | MITF TRPM1 inh | NR2E3 ag-2 | Vif inh
CCOC(=O)c1c(C)c(C(=O)NCc2cccs2)c(C)n1C | 2 | -0.2 | -3 | 13 | -12 | 0.2 | -2 | 2 | 5 | 9 | -1
COc1ccc(Cc2c(-c3ccc(C)cc3)nc3ccc(Cl)cn23)c(C)c1 | . | 0.0 | -8 | -195 | -277 | 0.0 | -3 | . | . | -89 | 19
COc1ccc2c(c1)C(C1C(=O)CCCC1=O)c1ccccc1O2 (stereo not given) | -4 | -0.1 | -5 | -11 | -21 | -0.1 | 1 | -1 | -5 | -8 | -17
O=C(Nc1ccccc1N1CCCC1)c1ccc(Cl)cc1Cl | 2 | -0.9 | 5 | 7 | 6 | 0.1 | 5 | 2 | -7 | -11 | -1
Cc1cccnc1NC(=O)Cn1nc([N+](=O)[O-])cc1C | -2 | 0.5 | -15 | 5 | 17 | -0.1 | -2 | 3 | 3 | -10 | -3
CCOc1ccc(NC(=O)CN(C)C(=O)Cc2c[nH]c3ccccc23)cc1OCC | 8 | 1.0 | -6 | 12 | 21 | -0.2 | 6 | 0 | 18 | -37 | .
CC(=O)Nc1ccc(-c2csc(NC(C)c3ccccc3)n2)cc1 (stereo not given) | 2 | 4.2 | -5 | -7 | 5 | 0.3 | 0 | 0 | -5 | 4 | 6
Clc1ccc(NC2=NCCCCC2)cc1 | -3 | 1.5 | -5 | 3 | 10 | 0.5 | 3 | -2 | -5 | -11 | -3
CC(=O)C1=C(C)Nc2ncnn2C1c1ccc(C)cc1 (stereo not given) | 1 | 0.0 | -3 | 4 | 10 | 0.1 | 2 | 1 | -8 | -15 | 9
N#C/C(=C/c1cn(-c2ccccc2)nc1-c1cccc(OCc2ccccc2)c1)C(=O)NCCCn1ccnc1 | 0 | -1.2 | -3 | 38 | 13 | 1.8 | 28 | 3 | 17 | -21 | 8
COc1ccccc1C(=O)NNc1ncc(C)s1 | 3 | -0.1 | -5 | -27 | -15 | -0.1 | 2 | 0 | 7 | 18 | 2
NC(=O)NC(=O)C(Nc1ccc2c(c1)CCC2)c1ccccc1 (stereo not given) | 2 | -0.8 | -3 | -20 | -76 | 0.0 | -8 | 2 | -4 | -29 | -2
Cc1ccnc(SCCn2c(N3CCCCC3)nc3c2c(=O)n(C)c(=O)n3C)n1 | -10 | 2.9 | -8 | 18 | 13 | 0.1 | -2 | 4 | -1 | 11 | 2
COc1cccc(C(=O)NCCS(=O)(=O)NC(C)CCc2ccccc2)c1 (stereo not given) | -2 | -0.3 | -6 | 2 | 6 | -0.1 | -2 | -2 | 12 | 23 | .
C=CC[C@H](CC(=O)N(CCO)Cc1ccccc1)C(=O)N[C@H](COC(=O)[C@H](CC=C)CC(=O)OC(C)(C)C)Cc1c[nH]c2ccccc12 | 17 | -0.7 | -3 | 40 | 1 | -0.1 | 30 | . | 19 | -20 | -13
O=C(CSc1cn(CCNC(=O)c2ccccc2)c2ccccc12)NCc1ccco1 | . | -0.1 | -6 | -9 | -8 | -0.1 | -1 | -2 | -6 | -12 | 2
Brc1ccc(OCCN2CCOCC2)cc1 | 3 | -0.5 | -18 | -6 | -12 | 0.0 | -3 | 3 | 5 | 4 | -4
CCOC(=O)NC(=O)c1cn(Nc2ccccc2C(F)(F)F)c(=O)[nH]c1=O | -7 | -0.7 | -5 | 3 | 16 | 0.3 | -8 | 3 | 14 | 3 | -3
CC(=O)Oc1c(I)cc(I)cc1C(=O)Nc1ccc(Cl)cc1 | 3 | 3.3 | -6 | 20 | -121 | 0.0 | 15 | 2 | -8 | 106* | -8
COC(=O)c1ccc(NC(=O)c2ccc3nc(C)sc3c2)cc1 | 4 | -0.5 | -5 | -167 | -61 | 0.1 | -4 | -2 | -7 | -113 | -2
Cn1c(=O)c(=O)n(C)c2cc(S(=O)(=O)N3CCc4ccccc43)ccc21 | 6 | -0.3 | -4 | 7 | 20 | 0.1 | -4 | 1 | 3 | -25 | 2
COc1ccccc1C(=O)N1CCN(Cc2nc(CC3CC3)no2)CC1 | -2 | -1.2 | -4 | -1 | 4 | -0.3 | 11 | 0 | 1 | -1 | 2
CC1CCN(C(=O)CSc2nnc(Cc3cccn3C)n2CCc2ccccc2)CC1 | . | -0.6 | -2 | 12 | -5 | 0.3 | 2 | 1 | 6 | -20 | -2
CCC/C(C#Cc1cc(OC)cc(OC)c1)=C1/c2ccccc2C(=O)N1c1ccccc1 | -8 | -1.5 | -11 | -11 | 10 | -0.5 | 1 | . | 6 | -5 | 4

6 neighbouring records from above:
SMILES | PDI turbidity | iPSC survival up | CaV13 ICDI inh | Peg3 promoter | HIF-2a block | aDG glyco act | Granule exo inh | NR2E3 ag-1 | MITF TRPM1 inh | NR2E3 ag-2 | Vif inh
CC(=O)Oc1c(I)cc(I)cc1C(=O)Nc1ccc(Cl)cc1 | 3 | 3.3 | -6 | 20 | -121 | 0.0 | 15 | 2 | -8 | 106* | -8
COC(=O)c1ccc(NC(=O)c2ccc3nc(C)sc3c2)cc1 | 4 | -0.5 | -5 | -167 | -61 | 0.1 | -4 | -2 | -7 | -113 | -2
Cn1c(=O)c(=O)n(C)c2cc(S(=O)(=O)N3CCc4ccccc43)ccc21 | 6 | -0.3 | -4 | 7 | 20 | 0.1 | -4 | 1 | 3 | -25 | 2
COc1ccccc1C(=O)N1CCN(Cc2nc(CC3CC3)no2)CC1 | -2 | -1.2 | -4 | -1 | 4 | -0.3 | 11 | 0 | 1 | -1 | 2
CC1CCN(C(=O)CSc2nnc(Cc3cccn3C)n2CCc2ccccc2)CC1 | . | -0.6 | -2 | 12 | -5 | 0.3 | 2 | 1 | 6 | -20 | -2
CCC/C(C#Cc1cc(OC)cc(OC)c1)=C1/c2ccccc2C(=O)N1c1ccccc1 | -8 | -1.5 | -11 | -11 | 10 | -0.5 | 1 | . | 6 | -5 | 4

Remaining list, next part.
SMILES | PDI turbidity | iPSC survival up | CaV13 ICDI inh | Peg3 promoter | HIF-2a block | aDG glyco act | Granule exo inh | NR2E3 ag-1 | MITF TRPM1 inh | NR2E3 ag-2 | Vif inh
CCOC(=O)c1cc(C)sc1/N=C/C1=C(O)CCCC1=O | -2 | 2.1 | -3 | 10 | 12 | -0.1 | 1 | 2 | 5 | 16 | 4
CN(CCC#N)S(=O)(=O)c1cc2c3c(c1)CCN3C(=O)CC2 | 4 | -0.6 | -4 | 1 | 5 | -0.3 | -3 | 3 | 1 | -15 | -3
O=C(NCCN1CCOCC1)c1ccc2c(c1)N(Cc1ccc(Cl)cc1)CCS2 | 1 | -0.4 | -1 | 11 | 15 | -0.1 | 0 | -3 | -9 | 4 | 5
CCCC(=O)Nc1ccc(C(=O)NNC(=O)c2cccc([N+](=O)[O-])c2)cc1 | 12 | 2.2 | -7 | 3 | 12 | -0.3 | -2 | 3 | 2 | 3 | 1
CC1CN(c2nc(-c3ccccc3)nc3ccccc23)CC(C)O1 (stereo not given) | 2 | 4.0 | -9 | 10 | 14 | 0.0 | -5 | 4 | 3 | 11 | -2
Cc1ccccc1CNC(=O)CC1C(=O)NCCN1CC1CCCCC1 (stereo not given) | 14 | -1.3 | -6 | 12 | 11 | 0.0 | 1 | 4 | 1 | -38 | 18
COc1c([N+](=O)[O-])c(=O)n(-c2ccccc2)c2ccccc12 | 3 | -1.3 | -5 | 23 | 8 | 0.1 | -2 | 2 | -3 | 12 | 5
Cc1nc(S/C(=C/c2ccc(OCc3ccc(C(=O)O)cc3)cc2)C(=O)O)n[nH]1 | 10 | -0.5 | -1 | 8 | 20 | 0.0 | -2 | 3 | 9 | 1 | 4
COc1ccc(S(=O)(=O)N2CCC(C)CC2)cc1Br | -2 | 1.3 | -4 | -3 | 22 | -0.1 | 0 | 7 | 14 | -5 | 11
COc1ccc(-c2csc(NC(=O)c3nc(-c4ccccc4)oc3C)n2)cc1 | -4 | -1.5 | . | -3 | -14 | 0.4 | -2 | 1 | 1 | -52 | -9
Cc1cc(N2C(=O)C(O)=C(C(=O)c3cccs3)C2c2ccccc2)no1 (stereo not given) | -2 | 0.3 | -5 | -2 | -35 | 0.0 | 0 | 6 | -2 | 21 | -1
CCCn1nc(C(=O)OCC(=O)NC(C)c2ccccc2)c2ccccc2c1=O (stereo not given) | -3 | 0.0 | -2 | -9 | 11 | -0.4 | 3 | 1 | 5 | 18 | 1

Quoted from the listing.
Peg3 promoter, COc1ccc(-c2csc(NC(=O)c3nc(-c4ccccc4)oc3C)n2)cc1 stands at -3
Granule exo inh, CCOC(=O)c1cc(C)sc1/N=C/C1=C(O)CCCC1=O stands at 1
NR2E3 ag-2, CN(CCC#N)S(=O)(=O)c1cc2c3c(c1)CCN3C(=O)CC2 stands at -15
aDG glyco act, CCCn1nc(C(=O)OCC(=O)NC(C)c2ccccc2)c2ccccc2c1=O (stereo not given) stands at -0.4
Peg3 promoter, Cc1nc(S/C(=C/c2ccc(OCc3ccc(C(=O)O)cc3)cc2)C(=O)O)n[nH]1 stands at 8

Later entries.
SMILES | PDI turbidity | iPSC survival up | CaV13 ICDI inh | Peg3 promoter | HIF-2a block | aDG glyco act | Granule exo inh | NR2E3 ag-1 | MITF TRPM1 inh | NR2E3 ag-2 | Vif inh
CCCN1C2CCCC1CC(NC(=O)c1cccc([N+](=O)[O-])c1)C2 (stereo not given) | -5 | -0.4 | -4 | 13 | 6 | -0.1 | -6 | 0 | -5 | 0 | -3
O=C(CC1C(=O)OCC2CCCCN21)Nc1ccccc1C(F)(F)F (stereo not given) | -3 | 0.9 | 0 | 20 | 16 | 0.6 | -3 | -5 | 6 | -19 | 7
COc1cc(CN2CCNC(=O)C2CC(=O)N(C)CCC2CCOCC2)cc(OC)c1 (stereo not given) | 7 | 0.9 | -2 | 5 | 11 | -0.2 | 0 | 1 | 3 | 7 | -2
Cc1noc(NS(=O)(=O)c2ccc(NC(=O)CS(=O)(=O)c3ccccc3)cc2)c1C | 9 | 7.5 | -2 | 8 | 9 | -0.1 | 1 | 1 | 0 | 16 | 5
Cc1ccc(CC(=O)Nc2ccc(C(=O)N3CCCCC3)cc2)cc1 | 25 | -0.3 | -9 | -15 | -12 | -0.1 | -2 | 4 | -10 | 1 | 7
CCCn1c(Nc2ccc(Cl)cc2)nc2ccccc21 | 5 | 2.0 | -9 | -47 | 3 | -0.1 | -2 | -2 | -6 | -6 | 2
Cc1ccc(C(=O)NNC(=O)c2cccc3ccccc23)cc1 | 4 | -1.0 | -6 | -51 | -61 | 0.0 | 45 | . | -22 | -36 | -6
O=C(Nn1c(Cc2cccs2)nc2ccccc2c1=O)c1cccs1 | 6 | -0.8 | -4 | 0 | -13 | 0.0 | -2 | 0 | -7 | -3 | 10
COc1ccc(N2CC(C)Cn3c2nc2c3c(=O)n(Cc3ccccc3F)c(=O)n2C)c(OC)c1 (stereo not given) | 1 | -0.2 | -3 | 15 | 12 | 0.2 | -1 | 0 | 5 | -4 | -6

Not a hit list; any-hit rate near 3.5%.
